# Screening data (PubChem)
# hIAP act: human IAP activators, primary screen, biochemical, luminescence, uHTS | activation factor at 10 µM | Intestinal-type alkaline phosphatase (Homo sapiens), P09923 | purified human IAP, CDP-Star luminescence, 30 min; active compounds read high; 1 = vehicle-only enzyme, 0 = enzyme-free background | 330,000 compounds, 0.16% hits | AID 2524, 2010;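 active = activation factor of the enzyme at least 2-fold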; also: the source names both 10 and 20 µM as test concentration; values of inactives mirror those of a sister screen read the other way
# Target sequence (P09923 whole entry, looked up): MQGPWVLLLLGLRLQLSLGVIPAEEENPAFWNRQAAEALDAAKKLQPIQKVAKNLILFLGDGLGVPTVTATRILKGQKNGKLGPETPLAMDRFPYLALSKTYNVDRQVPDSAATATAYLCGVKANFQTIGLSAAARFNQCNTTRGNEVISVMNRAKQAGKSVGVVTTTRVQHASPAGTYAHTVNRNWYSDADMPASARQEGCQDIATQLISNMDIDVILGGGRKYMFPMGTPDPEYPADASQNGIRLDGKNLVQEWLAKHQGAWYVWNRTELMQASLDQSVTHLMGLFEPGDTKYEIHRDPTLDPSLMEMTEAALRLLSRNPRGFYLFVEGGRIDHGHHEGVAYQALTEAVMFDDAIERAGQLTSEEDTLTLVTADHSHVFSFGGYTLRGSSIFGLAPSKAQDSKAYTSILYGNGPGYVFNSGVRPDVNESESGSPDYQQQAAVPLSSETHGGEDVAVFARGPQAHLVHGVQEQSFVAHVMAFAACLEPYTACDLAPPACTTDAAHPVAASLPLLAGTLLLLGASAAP
# Apaf1 inhib: inhibitors of human Apaf-1 apoptosome, primary screen, biochemical, DEVD-Rh110 fluorescence, uHTS; Apoptotic protease-activating factor 1 (Homo sapiens), O14727; reconstituted apoptosome caspase-3 activity; inhibition, % at 20 µM; 330,000 compounds, 0.71% hits; AID 489030, 2010; active = inhibition of at least 40% at 20 µM;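 also: plate controls were DMSO wells for no effect and DEVD-CHO caspase inhibitor wells for full effect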
#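 Material: reconstituted apoptosome with Apaf-1, cytochrome c, caspase-9, procaspase-3, dATP. Technique: Rh110 fluorescence intensity. Buffer or medium: pH 7.5 Hepes buffer with CHAPS, BSA, DTT. Times: 30 min plus 50 min, RT.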
# ATG4B inhibitor: ATG4B protease inhibitors, primary screen, biochemical, fluorescence, uHTS; inhibition, % at 8.33 µM; ATG4B cleavage of LC3-PLA2, NBD-HPC fluorescence, 1 h; AID 504462, 2011; Cysteine protease ATG4B (Homo sapiens), Q9Y4P1; 340,000 compounds, 0.51% hits; in the data active = inhibition above about 40%
# Target sequence (Q9Y4P1 whole entry, looked up): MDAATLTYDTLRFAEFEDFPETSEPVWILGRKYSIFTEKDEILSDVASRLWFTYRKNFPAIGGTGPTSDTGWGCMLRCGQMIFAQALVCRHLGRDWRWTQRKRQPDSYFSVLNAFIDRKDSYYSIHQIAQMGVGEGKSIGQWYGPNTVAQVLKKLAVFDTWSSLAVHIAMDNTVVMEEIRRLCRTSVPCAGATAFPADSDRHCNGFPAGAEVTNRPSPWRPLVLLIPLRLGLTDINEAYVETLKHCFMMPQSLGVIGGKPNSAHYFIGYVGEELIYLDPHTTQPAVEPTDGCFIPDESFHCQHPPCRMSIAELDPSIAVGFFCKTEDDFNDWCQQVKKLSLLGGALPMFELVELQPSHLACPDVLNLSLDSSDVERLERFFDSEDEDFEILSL
# hIAP inh: human IAP inhibitors, primary screen, biochemical, luminescence, uHTS | Intestinal-type alkaline phosphatase (Homo sapiens), P09923 | purified IAP, CDP-Star luminescence, 30 min | 330,000 compounds, 0.12% hits | inhibition, % at 10 µM;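 active = inhibition reaching a set limit with compound at 10 µM in the primary screen, cut at about 35% in these data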;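 also: plate controls were DMSO wells with enzyme for no effect and no-enzyme buffer wells for full effect; values of inactives mirror those of a sister screen read the other way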
# TIM10 inh: growth inhibitors of isogenic TIM10 control yeast, primary screen, counter-screen for tim10-1 yeast inhibitor project, luminescence, uHTS; S. cerevisiae TIM10 strain growth, BacTiter-Glo luminescence, 24 h; inhibition, % at 10 µM; 330,000 compounds, 1.4% hits;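 active = inhibition of 40% or more at the single tested concentration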;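 also: wild-type TIM10 isogenic control strain grown at permissive 25 °C; 0% = DMSO yeast wells and 100% = minimal medium wells without yeast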
# mIAP act: activators of mouse IAP, primary screen, biochemical, luminescence, uHTS | muIAP, CDP-Star luminescence, 30 min; active compounds read high; 1 = vehicle-only enzyme signal, 0 = enzyme-free wells | 330,000 compounds, 0.24% hits | activation factor at 10 µM;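 active = activation factor of at least 2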; also: the source names both 10 and 20 µM as test concentration; values of inactives mirror those of a sister screen read the other way
#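 System: Mouse IAP enzyme | Also added: CDP-Star substrate | Dosing: Compounds dispensed in DMSO | Schedule: 30 min enzyme-substrate-compound incubation at room temperature | Technique: Chemiluminescence readout | Control set: DMSO-only wells and no-enzyme negative control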
# NLRP3 yeast inh: NALP3 inflammasome inhibitors in reconstituted yeast, primary screen, luminescence, uHTS | Yeast reconstituted NLRP3/ASC/caspase-1, beta-gal luminescence, 24 h | inhibition, % at 10 µM | 330,000 compounds, 0.39% hits | AID 2825, 2010;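 active = inhibition of 50% or more; inactive = inhibition below 50%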;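 also: plate controls were induced DMSO wells for no effect and uninduced yeast grown without galactose for full effect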
# tim10-1 inh: growth inhibitors of tim10-1 mutant yeast, primary screen, luminescence, uHTS; S. cerevisiae tim10-1 ts strain growth, BacTiter-Glo, 24 h; inhibition, % at 20 µM; 330,000 compounds, 2.2% hits; AID 463190, 2010;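 active = inhibition of at least 40%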;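 also: mutant grown at 25 °C; 0% = DMSO wells with yeast and 100% = wells holding no yeast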
# mIAP block: inhibitors of mouse IAP, primary screen, biochemical, luminescence, uHTS; intestinal alkaline phosphatase [Mus musculus]; purified mouse IAP, CDP-Star luminescence, 30 min; inhibition, % at 10 µM; 330,000 compounds, 0.2% hits; AID 2806, 2010;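 active = inhibition of at least 40% at 10 µM in the primary screen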;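 also: plate controls were DMSO with enzyme for no effect and no enzyme wells for full effect; values of inactives mirror those of a sister screen read the other way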
# An asterisk follows results filed as active; & = joins results of further samples.
SMILES,hIAP act,Apaf1 inhib,ATG4B inhibitor,hIAP inh,TIM10 inh,mIAP act,NLRP3 yeast inh,tim10-1 inh,mIAP block
COc1ccc2[nH]c(=O)c(CN(Cc3cccs3)S(=O)(=O)c3c(C)ccc4nsnc34)cc2c1,1.1,14,-1,-15,3,1,5,13,-2
CC(=O)N/N=C(\C)CC(=O)NC(C)(C)C,0.84,-4,-4,16,1,0.99,11,2,1
COc1cc2c(cc1OC)CN(Cc1cc(=O)oc3cc(C)c(Cl)cc13)CC2,1,-43,3,-1,0,1.1,-8,5,-6
N#CC1=C(S)N(c2ccc(F)cc2)C(c2ccco2)NC1=O (stereo not given),1,-5,5,-4,14,1,-7,7,-2
COc1ccc2c(c1O)Cc1ccccc1C2=O,0.75,-11,-1,25,-11,0.83,24,-37,17
COC(=O)c1sccc1NC(=O)CC1C(=O)NCCN1C(=O)Nc1ccc(F)cc1F (stereo not given),1,13,1,-3,-8,1.1,7,-25,-11
COc1cc(CCCN2C(=O)C(=O)NC[C@@H]2CCCCN)cc(OC)c1OC,0.89,5,-5,11,-9,1,20,0,-4
Cc1ccc(C2CN(CCC(N)=O)C(=O)CO2)cc1 (stereo not given),0.91,-2,-6,9,11,1,9,10,-4
CC(C)N(Cc1ccccc1)C(=O)CN1C(=O)COc2ccc(S(=O)(=O)NC3CCCC3)cc21,1.1,9,-10,-7,5,1,19,8,-4
COc1ccc2nc(NC(=O)C3CCN(S(=O)(=O)c4cnc[nH]4)CC3)sc2c1,0.88,7,-3,12,16,0.94,10,13,6
O=C(c1ccccc1)c1ccc(OCCCN2CCCC2)cc1,0.9,-3,-2,10,-9,0.93,4,8,7
COc1cc(/C=N/NC(=O)[C@H](Cc2c[nH]c3ccccc23)NC(=O)OCC(C)C)cc([N+](=O)[O-])c1O,0.96,14,-7,4,-1,0.86,-43,27,14
Cc1ccc(OCC(=O)N(Cc2cccs2)C2CCS(=O)(=O)C2)cc1 (stereo not given),1,-6,4,-4,-7,1,20,6,-1
COc1ccc(NC(=O)C(=O)NCC(c2ccco2)N2CCc3ccccc32)cc1 (stereo not given),1.1,15,9,-10,1,0.94,-5,3,6
Nc1nnc(SCC(=O)NC23CC4CC(CC(C4)C2)C3)s1,1.1,-6,-10,-8,-11,0.89,19,26,11
CCCn1c(-c2ccccc2)cc(SC)c(C#N)c1=O,1,2,-3,-3,-14,0.9,4,9,10
O=S(=O)(NCC1CCCO1)c1cccc(S(=O)(=O)N2CCCC2)c1 (stereo not given),1.1,-2,-7,-9,-2,1,11,-3,-2
CCc1ccc(NC(=O)C2CCN(S(=O)(=O)c3ccc4c(c3)CC(C)N4C(C)=O)CC2)cc1 (stereo not given),0.92,20,-8,8,-7,2.1*,8,11,-113
CN1CCN(C(=O)c2ccccc2NC(=O)CCN2C(=O)c3ccccc3C2=O)CC1,0.91,-11,-8,9,14,1,17,7,-2
COc1ccc(CCNC(=O)C(=O)N2CCCC2)cc1OC,1.3,-5,-5,-26,-2,0.95,11,9,5
CNS(=O)(=O)Cc1ccc2[nH]cc(CCN(C)C)c2c1,0.97,-4,-4&-1,0,8,1,11,8,1
O=C(N/N=C/c1cccc([N+](=O)[O-])c1)C1COc2ccccc2O1 (stereo not given),0.95,6,1,5,13,1.1,14,22,-8
COC(=O)[C@@]12CCCN1[C@H](c1ccc(-c3ccccc3)c(OC)c1)[C@H]1C(=O)N(C)C(=O)[C@H]12,0.87,7,-2,13,3,0.91,19,-11,10
CC(C)(C)NC(=O)N1CCn2cccc2C1c1ccccc1F (stereo not given),0.98,-4,16,2,-1,0.98,-12,13,2
CC(C)c1ccc(OCC(=O)N2CCN(c3ccccn3)CC2)c(Br)c1,0.93,19,0,7,26,0.97,29,32,3

# Additional records follow:
SMILES,hIAP act,Apaf1 inhib,ATG4B inhibitor,hIAP inh,TIM10 inh,mIAP act,NLRP3 yeast inh,tim10-1 inh,mIAP block
CCOc1ccc(C(=O)NC(=S)Nc2ccc(NC(=O)c3ccco3)c(C)c2)cc1[N+](=O)[O-],1,-4,0,-1,14,0.96,2,4,4
CCOc1ccc(-c2cccc(NC(=O)c3ccc(Br)o3)c2)nn1,1,10,2,-2,11,0.99,14,12,1
COc1ccc(-n2ncc3c(NCc4ccco4)ncnc32)cc1,0.96,6,5,4,-3,0.96,32,27,4
COc1ccc(NC(=S)N2CCC(NC(=O)c3ccc(F)cc3)CC2)cc1,0.99,1,-9,1,2,1.1,24,-10,-8
O=C(O)C1C2CCC(C2)C1C(=O)NCCc1cccc(Cl)c1 (stereo not given),0.94,-4,2,6,-7,0.94,30,-14,6
Cc1c(C(=O)O)cnc2cc(-c3ccc(Cl)cc3)nn12,0.96,11,8,4,-12,0.89,10,12,11
CS(=O)(=O)Nc1ccccc1C(=O)NCc1ccco1,0.97,-3,-5,3,16,0.98,26,5,2
O=C(Nc1nnc(CCc2ccccc2)s1)c1cccc(F)c1,1.1,12,2,-13,-7,0.93,37,3,7
COc1cc(CCCN2C(=S)NC[C@@H]2Cc2ccccc2)cc(OC)c1OC,0.84,2,-9,16,1,1,13,16,-2
CCCNC(=O)c1cccc(Cn2cc(Br)c([N+](=O)[O-])n2)c1,0.85,-19,9,15,15,1,-5,28,-4
CN1CCN(c2nc(-c3cccc([N+](=O)[O-])c3)nc3ccccc23)CC1,0.82,9,-1,18,9,0.91,30,15,10
Cc1cc(C)n(S(=O)(=O)c2ccc(F)cc2)n1,0.96,-13,-2,4,-7,1.1,17,3,-5
O=C(NCCOCc1ccc(Cl)cc1)c1ncn[nH]1,1.1,-4,-13,-7,-3,1.1,0,14,-13
CC1CCC(NC(=O)COc2ccccc2C(N)=O)CC1 (stereo not given),1.1,1,8,-15,-10,1.1,10,9,-7
Cc1ccc(/C=N/NC(=O)c2ccc(-n3cnnn3)cc2)cc1,0.84,-1,-1,16,-2,1,6,-1,-1
N#Cc1cc([N+](=O)[O-])ccc1N1CCCC1,1,-9,-3,-1,-6,0.96,-3,5,4
CCOC(=O)NC(=O)CN1C(=O)NC(C)(c2ccccc2)C1=O (stereo not given),1.1,-14,5,-5,11,0.99,8,19,0
COc1ccc(Cl)cc1NC(=O)C1CC(=O)N(c2ccc(F)cc2)C1 (stereo not given),1,-7,-6,-2,-11,0.95,18,-10,5
COC(=O)c1ccc(-c2c(-c3ccccc3)ncc3cc(F)ccc23)cc1,0.89,28,2,11,-5,0.94,-56,3,6
O=C(CNC(=O)C1CCCCC1)OCn1nnc2ccccc2c1=O,1.1,8,-11,-7,-2,1.1,6,-1,-5
Cc1ccc(Cl)cc1N1CCN(C(=O)c2cc3c(=O)[nH]c4ccccc4c3n2C)CC1,0.99,-5,-16,1,11,0.99,8,11,1
Cc1ccc(Cl)cc1NC(=O)c1cc2ccccc2cc1O,0.98,20,-4,2,-2,0.99,26,1,1
COCCCn1c(SCC(=O)NC2CCCC2)nnc1-c1ccccc1,0.93,-2,3,7,10,0.91,3,-18,9
CC1CCCC(C)N1C(=O)COc1ccc(-c2nnco2)cc1 (stereo not given),0.8,-9,-12,20,8,0.88,3,11,12
COc1ccc(CCNC(=O)c2sc3ccccc3c2Cl)cc1OC,0.84,12,-15,16,2,0.97,27,5,3

# Laid out differently: results already given
SMILES	hIAP act	Apaf1 inhib	ATG4B inhibitor	hIAP inh	TIM10 inh	mIAP act	NLRP3 yeast inh	tim10-1 inh	mIAP block
CCOc1ccc(-c2cccc(NC(=O)c3ccc(Br)o3)c2)nn1	1	10	2	-2	11	0.99	14	12	1
COc1ccc(-n2ncc3c(NCc4ccco4)ncnc32)cc1	0.96	6	5	4	-3	0.96	32	27	4
COc1ccc(NC(=S)N2CCC(NC(=O)c3ccc(F)cc3)CC2)cc1	0.99	1	-9	1	2	1.1	24	-10	-8

# Next compounds follow.
SMILES,hIAP act,Apaf1 inhib,ATG4B inhibitor,hIAP inh,TIM10 inh,mIAP act,NLRP3 yeast inh,tim10-1 inh,mIAP block
O=C(NC(=S)N1CCCCCC1)C1CC1,0.97,-15,-11,3,4,0.84,9,7,16
COc1cccc(NC(=O)N2CCCC(C(=O)NC3CCCCC3C)C2)c1 (stereo not given),0.91,-1,9,9,4,1,9,-4,-4
O=C1C2C(c3cccc(/C=C/c4ccccc4)c3)CC=CC2C(c2ccc(C(F)(F)F)cc2)N1Cc1ccccc1 (stereo not given),0.89,13,-6,11,37,0.93,14,23,7
O=C(/C=C/c1ccco1)N/C(=C\c1ccco1)C(=O)NCCc1nc2ccccc2[nH]1,1.1,-5,-11,-8,-4,1,1,-2,-1
Cc1ccc(OCc2cc(C(=O)N(C)CCc3ccccn3)no2)cc1C,0.9,21,-12,10,19,0.99,32,7,1
O=C1c2ccccc2C(Nc2ccc(S(=O)(=O)N3CCCCC3)cc2)N1Cc1ccco1 (stereo not given),0.98,5,-20,2,11,1.1,3,10,-11
Cc1ccc(NS(=O)(=O)c2ccc3[nH]c(=O)oc3c2)c(C)c1,0.94,-14,-4,6,7,0.2,9,18,80*
O=C1c2ccccc2NC2(CCCCC2)N1c1ccc(O)cc1,1,-4,2,-2,3,1,8,-1,-4
COc1ccc(NC(=O)Cn2c(=O)n(CCC(=O)NCC3CCCO3)c(=O)c3cc(OC)c(OC)cc32)cc1 (stereo not given),1.1,-5,-2,-12,-10,1.1,19,-5,-5
COCCN(C(=O)C1CCC1)c1c(N)n(CC(C)C)c(=O)[nH]c1=O,1.1,8,-4,-6,6,1.1,8,2,-9
CCOC(=O)[C@@H]1[C@H]2COc3ccccc3[C@@H]2N2C(=O)N(c3ccc(Cl)cc3)C(=O)[C@]12C,0.91,10,0,9,21,0.91,7,29,9
O=C(NCCCN1CCCC1)c1ccc2c(c1)N(Cc1ccc(F)cc1)C(=O)c1ccccc1S2=O (stereo not given),0.93,19,-5,7,-15,0.98,-1,5,2
Cc1nc([N+](=O)[O-])cn1CC(=O)c1ccc(F)cc1,0.95,-1,5,5,2,0.97,-3,-12,3
O=C(CN1C(=O)COc2ccc(Cl)cc21)Nc1ccc2c(c1)OCCO2,0.99,5,2,1,-18,1.3,4,1,-26
COc1ccc2[nH]c(C(=O)N/N=C/c3cc(OC)c(OC)c(OC)c3)cc2c1,1,10,-17,-2,-8,1.1,-15,20,-12
CCOC(=O)C(C)Oc1cc(Cl)c(C=O)cc1OC (stereo not given),0.87,-4,8,13,39,0.97,-63,33,3
COc1ccc(CC(=O)NNC(=O)c2cnccn2)cc1,1.2,-7,2,-24,17,0.74,1,10,26
Cc1cc(NS(=O)(=O)c2ccc(NC(=O)c3cc(-c4ccccc4Cl)nc4ccccc34)cc2)no1,0.88,22,-5,12,16,1,28,-12,-1
COc1ccc(-c2cc3nc(C)cc(NCCO)n3n2)cc1,1.1,-14,9,-5,4,1.1,-1,17,-8

# Entries above marked active in mIAP act:
Compound,hIAP act,ATG4B inhibitor,hIAP inh,mIAP act,NLRP3 yeast inh,mIAP block
CCc1ccc(NC(=O)C2CCN(S(=O)(=O)c3ccc4c(c3)CC(C)N4C(C)=O)CC2)cc1 (stereo not given),0.92,-8,8,2.1*,8,-113

# The order is random, and some 4.5% of all compounds hit somewhere here.
